Screening data from PubChem.
TRb SRC2 PPI: qHTS for Inhibitors of the Interaction of Thyroid Hormone Receptor and Steroid Receptor Coregulator 2 | Thyroid hormone receptor beta (Homo sapiens), P10828 | TRbeta-SRC2 peptide binding, fluorescence polarization; receptor liganded with 1 µM T3 | Potency, µM (titrated, usually from 106 µM), inactives show top-dose activity change, negative = inhibition, most hits filed as inhibitors | 280,000 tested, 0.065% active | AID 1469, 2008;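 further: plate controls were bound peptide for no effect and peptide without receptor for full effect; nearly all actives have a fitted effect of over 50% in size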
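Human TRb ligand-binding domain (0.6 uM) is mixed with 20 nM Texas Red SRC2 peptide and 1 uM T3; after compound addition and 5 hr at ambient temperature, polarization is measured and normalized to unbound and bound controls.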
RECQ1 helicase: qHTS Assay for Inhibitors of RecQ-Like Dna Helicase 1 (RECQ1). ATP-dependent DNA helicase Q1 (Homo sapiens), P46063. RECQ1 DNA unwinding, red fluorescence kinetic read. Potency, µM (highest dose often 57.3 µM), for inactives: top-dose activity, negative = inhibition, actives largely listed as inhibitors. 240,000 tested, 0.54% active. AID 2549, 2010;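 further: plate controls were vehicle for no effect and no enzyme for full effect; nearly all actives have a fitted effect of over 30% in size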
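RECQ1T1 50 nM; forked duplex (20 bp + 30-nt ss tails) 200 nM, ATP 2 mM final; pH 8.0, 2 mM MgCl2, 2.5 ug/ml poly(dI-dC); 15 min compound preincubation; discontinuous kinetic read over 2 h at RT.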
SMN2 splice enh: qHTS Assay for Enhancers of SMN2 Splice Variant Expression; AID 1458, 2008; HEK293 SMN2-luciferase splicing reporter, luminescence, 30-36 h; 210,000 tested, 2.8% active; Potency, µM (highest dose often 46.1 µM), inactives show at the highest dose activity change, positive = activation, hits mostly activators; further: % of control where 0% means no effect; nearly all actives have a fitted effect of over 55% in size
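HEK293 cells carry an SMN2 minigene-luciferase reporter in which exon 7 inclusion puts luciferase in frame. Cells were seeded at 2000 cells/well, attached for 10-12 hours, then exposed to compounds for 30-36 hours at 37C before ONE-Glo luminescence.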
JMJD2E inh: qHTS Assay for Inhibitors of Human Jumonji Domain Containing 2E (JMJD2E); Lysine-specific demethylase 4E (Homo sapiens), B2RXH2; JMJD2E catalytic domain, FDH-coupled NADH fluorescence (FDH is formaldehyde dehydrogenase); Potency, µM (top dose mostly 57.1 µM), inactives show at the highest dose activity change, negative = inhibition, most hits filed as inhibitors; 230,000 tested, 1.6% active; active means well fitted inhibition curve with a large enough effect, not every such curve was filed as active; inconclusive means small, poorly fitted or top-dose-only effect, or another doubt; inactive means no such curve, though single readings can be large or run the other way;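 further: 0% = wells with enzyme and -100% = buffer wells without enzyme; nearly all actives have a fitted effect of over 50% in size; many of its hits are not listed in these tables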
TexasRed fluor: Total Fluorescence Counterscreen for Inhibitors of the Interaction of Thyroid Hormone Receptor and Steroid Receptor Coregulator 2; AID 1479, 2009; TRb/SRC2 Texas Red total fluorescence interference; 280,000 tested, 0.29% active; Potency, µM (doses to about 106 µM), inactives show at the highest dose fluorescence change, negative = quenching; active means well fitted curve in either direction with a large enough effect; inconclusive means small, poorly fitted or top-dose-only effect; further: on the % scale 0 is the no-effect control and ±100 the full control effect
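Flags fluorescent or light-absorbing compounds by total fluorescence, S + 2P, at 555 nm excitation and 632 nm emission. Mixture: 20 nM Texas Red SRC2 peptide, 0.6 uM human TRb LBD, 1 uM T3, 5% DMSO; compound exposure 5 h at ambient temperature.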
RGS12 GoLoco inh: qHTS Assay for Inhibitors of RGS12 GoLoco Motif Activity (Red Fluorophore) | Guanine nucleotide-binding protein G(i) subunit alpha-1 (Homo sapiens), P63096 | Gai1:RGS12 GoLoco peptide FP, rhodamine, 10 min | Potency, µM (highest dose often 61.6 µM), inactives show at the highest dose activity, negative = inhibition, hits mostly inhibitors | 230,000 tested, 0.44% active | AID 880, 2007; active means well fitted inhibition curve with a large enough effect, not every such curve was filed as active; inactive means no such curve, though single readings can be large or run the other way; further: on the % scale 0 is the no-effect control and ±100 the full control effect; nearly all actives have a fitted effect of over 30% in size; many of its hits are not listed in these tables
Target sequence (P63096 whole entry, looked up): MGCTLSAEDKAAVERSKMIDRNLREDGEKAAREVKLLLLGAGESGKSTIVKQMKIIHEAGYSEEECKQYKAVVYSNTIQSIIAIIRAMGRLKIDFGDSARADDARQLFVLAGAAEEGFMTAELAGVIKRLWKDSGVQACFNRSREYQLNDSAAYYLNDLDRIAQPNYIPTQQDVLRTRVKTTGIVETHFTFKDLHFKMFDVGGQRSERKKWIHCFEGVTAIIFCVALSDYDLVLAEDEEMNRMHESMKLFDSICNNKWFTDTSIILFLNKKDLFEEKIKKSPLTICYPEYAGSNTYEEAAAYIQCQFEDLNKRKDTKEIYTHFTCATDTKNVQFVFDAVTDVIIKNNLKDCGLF
ALDH1A1 block: qHTS Assay for Inhibitors of Aldehyde Dehydrogenase 1 (ALDH1A1); Aldehyde dehydrogenase 1A1 (Homo sapiens), P00352; Purified ALDH1A1, NADH fluorescence, propionaldehyde substrate; Potency, µM (top dose mostly 75.3 µM), for inactives: at the highest dose activity, negative = inhibition, most hits filed as inhibitors; 220,000 tested, 7.3% active; AID 1030, 2008; active means well fitted inhibition curve with a large enough effect, not every such curve was filed as active; inconclusive means small, poorly fitted or top-dose-only effect, or another doubt; inactive means no such curve, though single readings can be large or run the other way;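 further: plate controls were no enzyme wells and a reference inhibitor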
Target sequence (P00352 whole entry, looked up): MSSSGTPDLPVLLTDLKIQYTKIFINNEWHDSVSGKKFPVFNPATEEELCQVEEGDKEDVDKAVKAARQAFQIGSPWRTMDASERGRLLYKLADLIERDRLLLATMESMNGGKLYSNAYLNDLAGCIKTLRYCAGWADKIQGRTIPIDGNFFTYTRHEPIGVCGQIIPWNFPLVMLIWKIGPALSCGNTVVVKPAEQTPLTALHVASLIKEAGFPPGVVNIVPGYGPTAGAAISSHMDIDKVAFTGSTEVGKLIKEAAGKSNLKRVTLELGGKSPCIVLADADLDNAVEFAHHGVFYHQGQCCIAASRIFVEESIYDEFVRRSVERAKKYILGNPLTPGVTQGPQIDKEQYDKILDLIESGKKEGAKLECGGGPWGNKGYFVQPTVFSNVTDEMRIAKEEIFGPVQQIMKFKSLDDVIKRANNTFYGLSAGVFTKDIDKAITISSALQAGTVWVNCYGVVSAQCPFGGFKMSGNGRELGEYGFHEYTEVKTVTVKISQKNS
LMNA splice mod: qHTS Assay for Modulators of Lamin A Splicing; HeLa LMNA splicing GFP/RFP minigene ratio, 48 h; Potency, µM (top dose mostly 46.1 µM), inactives show top-dose ratio change, negative = inhibition, hits mostly inhibitors; 200,000 tested, 0.01% active; AID 1487, 2009; active means well fitted inhibition curve with a large enough effect in the signal ratio, with a control signal flat, not every such curve was filed as active; inconclusive means small, poorly fitted or top-dose-only effect, or effect the other way, or a change in a side signal; the % refers to the signal ratio; further: on the % scale 0 is the no-effect control and ±100 the full control effect
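S3 HeLa cells stably expressing lamin A-EGFP splicing minigene plus DsRed2, 600 cells/well, 48 h compound exposure at 37C. Laser-scanning cytometry; analysed as GFP (500-530 nm)/RFP (575-640 nm) total intensity ratio; 0.5% DMSO vehicle.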
Starred values were filed as active, the others as inactive; i = inactive; ? = inconclusive; nt = no result given; [ ] = dose if it differs, or a comment. Unless noted, the call rests on the fitted dose curve; in most records, active means well fitted curve in the direction sought with a large enough effect; inconclusive means small, poorly fitted or top-dose-only effect, or another doubt; inactive means no such curve, though single readings can be large; an effect the other way counts as inactive or inconclusive. Potency means the concentration at half of the fitted maximal effect. An excerpt; count on the stated rates, not on these rows.

SMILES	TRb SRC2 PPI	RECQ1 helicase	SMN2 splice enh	JMJD2E inh	TexasRed fluor	RGS12 GoLoco inh	ALDH1A1 block	LMNA splice mod
COc1cc(/C=C2\SC(=S)N(CC(=O)Nc3ccccn3)C2=O)cc(OC)c1OC	2%	-15%	-2%	0%	-4%	3%	?	-29%
COC(=O)C1=CN(Cc2ccc(OC)cc2)C=C(C(=O)OC)C1c1ccsc1	-6%	-14%	3%	?	0%	-3%	?	5%[46 µM]
CCN(CC)CCOc1cc2c(nn1)Oc1ccccc1N2C	-8%	-5%	-11%	?	-3%	8%	?	-5%
O=C(O)c1ccccc1NS(=O)(=O)c1ccc(NNC(=S)Nc2ccc(OC(F)F)cc2)c([N+](=O)[O-])c1	3%	?	-24%	-19%	?	8%	3.5µM*	nt
CCOc1cc(-c2nnc(-c3ccco3)o2)cc(OCC)c1OCC	-2%	-15%	10%	?	0%	5%	?	11%
O=C1C(=C2CCCCC2)SC(=S)N1Cc1ccco1	-1%	-24%	-19%	0%	0%	8%	18µM*	-13%
Cc1ccc(-c2nc(CS(=O)CC(=O)NCCCN3CC(C)CC(C)C3)c(C)o2)cc1 (stereo not drawn)	-2%	-7%	-22%	2%	-4%	7%	-7%	-14%
CC(=O)Nc1ccccc1P(=O)(c1ccccc1)c1ccccc1OC(C)=O (stereo not drawn)	-1%	-9%	nt	8%	-4%	-8%	nt	nt
CCOC(=O)C1(C)NC(c2ccc(OC)c(OC)c2)C2C(=O)N(CC)C(=O)C21 (stereo not drawn)	3%	1%	8%	7%	2%	7%	6%	-13%
Nc1c(Cl)ncnc1N/N=C/c1ccc(O)cc1	5%	-4%	nt	-27%	-8%	-6%	nt	nt
CCS(=O)(=O)CCSC1OC(COC(C)=O)C(OC(C)=O)C(OC(C)=O)C1OC(C)=O (stereo not drawn)	4%	i	6%	7%	1%	5%	7%	3%[46 µM]
Cn1c(=O)c2c(nc(CN3CCOCC3)n2CCc2ccccc2)n(C)c1=O	10%	-7%	-22%	-3%	2%	-2%	7.1µM*	5%
COc1ccc(CNc2ccc(-c3ccccc3OC)nn2)cc1	-5%	-4%	6%	3%	4%	3%	-9%	-9%
CC(NC(=O)CCCn1cc([N+](=O)[O-])cn1)c1ccccc1 (stereo not drawn)	1%	-19%	10%	-1%	-1%	-5%	-2%	nt
CCOc1cc(/C=C/c2nc3ccccc3s2)ccc1OCC(=O)N1CCOCC1	-3%	-11%	-33%[inhibitor]	?	-4%	-1%	?	?
CCCC(=O)OC(=O)CCC	2%[201 µM]	-8%	-1%	nt	-3%[201 µM]	3%	?	nt
CCCCn1c(SCc2cc(=O)n3ccsc3n2)nc2cc(C(=O)OC)ccc2c1=O	-1%	-3%	-1%	-11%	-4%	6%	?	-2%
CCN1CCN(C(c2cccs2)C(C)NC(=O)c2cccnc2)CC1 (stereo not drawn)	-5%	7%	-1%	6%	-1%	0%	3%	3%
COc1cc(NC(=S)NC(=O)c2ccc(C)cc2C)ccc1NC(=O)c1cccs1	-3%	2%	-12%	1%	0%	-29%	9%	7%
Cc1ccc2nc(N3CC(=O)Nc4ccccc43)nc(-c3ccccc3)c2c1	-2%	-13%	7%	-5%	0%	11%	7%	?
CCCn1c(SCC(=O)Nc2ccc(OC)cc2[N+](=O)[O-])n[nH]c1=O	0%	-15%	-18%	2%	-2%	10%	-4%	nt
CCCCCN(C(=O)COC(=O)c1ccc(Br)o1)c1c(N)n(CCCC)c(=O)[nH]c1=O	3%	i	-4%	1%	-6%	22%	-8%	1%
CCCCCCCC/C=C\CCCCCCCC(=O)NC(C)C(=O)O (stereo not drawn)	4%	i	11%	5%	-1%	2%	0%	nt
COC(=O)CSc1nc(-c2ccccc2)c2c(c1C#N)CCCC2	-5%	-8%	21%	-9%	-2%	-2%	?	8%
Cc1ccc(/C=C/C(=O)NCc2ccc(S(N)(=O)=O)cc2)o1	-4%	i	0%	-7%	-2%	-22%	1.8µM*	nt
The list goes on:
SMILES	TRb SRC2 PPI	RECQ1 helicase	SMN2 splice enh	JMJD2E inh	TexasRed fluor	RGS12 GoLoco inh	ALDH1A1 block	LMNA splice mod
COc1ccc(N/C(C)=C/C(=S)Nc2ccccc2)cc1	-3%	-8%	11%	0%	4%	0%	?	-6%
CC1=C(C(=O)Nc2ccccc2)C(c2ccco2)n2ncnc2N1 (stereo not drawn)	-1%	1%	3%	-2%	-2%	0%	11%	-1%
CC(C)c1ccc(NC(=O)Cn2cccc2C2=NC(c3ccccc3)CO2)cc1 (stereo not drawn)	-7%	4%	-8%	-1%	3%	6%	?	20%
COc1ccc2[nH]c(C)c(C(=O)CN3CC(C)OC(C)C3)c2c1 (stereo not drawn)	-9%	-9%	-9%	-12%	0%	-6%	-13%	10%
Cc1nc(N2CCC(C)CC2)c(C#N)c(C)c1[N+](=O)[O-]	-3%	i	-8%	0%	-2%	15%	?	11%[46 µM]
COc1ccccc1-c1cc(C(=O)N/N=C\c2cnn(C)c2C)c2ccccc2n1	3%	i	-11%	-3%	1%	2%	11%	-3%
O=C(CNc1cc(S(=O)(=O)N2CCOCC2)ccc1N1CCCC1)N1CCc2ccccc21	1%	-6%	19%	?	-2%	1%	25µM*	nt
CCN(C(=O)CSc1nc2c(cnn2-c2ccccc2)c(=O)[nH]1)C1CCS(=O)(=O)C1 (stereo not drawn)	-6%	-7%	2%	-8%	0%	-2%	9%	3%
O=C1CC(c2cccc(Br)c2)c2cc3c(cc2N1)CCC3 (stereo not drawn)	-7%	-8%	-17%	6%	-4%	7%	-3%	?
O=C(Nc1nonc1-c1ccc(Cl)cc1)c1ccccc1	-8%	0%	-7%	3%	-1%	11%	-3%	-4%[46 µM]
O=C(c1cccc(Cl)c1Cl)N1CCN(c2ccccn2)CC1	-1%	i	-14%	-13%	0%	-2%	-8%	-7%
COCCn1nnnc1CN1CCC(NC(=O)c2ccc(Br)cc2)CC1	-3%	0%	-21%	6%	-6%	0%	5%	-7%
CC(=O)C1=C(O)C(=O)N(CC(=O)O)C1c1ccccc1Cl (stereo not drawn)	7%	-9%	0%	?	0%	8%	3%	-1%
COC(=O)c1ccc(COc2ccccc2[N+](=O)[O-])o1	2%	-10%	?	0%	-2%	17%	-8%	8%
CCOc1ccc(/C=N/n2c(SC)nnc(C(C)(C)C)c2=O)cc1	-8%	7%	0%	1%	2%	-3%	1%	?
CC(C)(C)NC(=O)CN(C(=O)c1csnn1)c1ccccc1-c1ccccc1	-2%	-8%	-5%	8%	-1%	16%	3%	?
CCCCOC(C)n1cc(F)c(=O)[nH]c1=O (stereo not drawn)	1%	0%	?	10%	-3%	-1%	6%	0%
CCCc1cc(=O)[nH]c(SCC(=O)N2CCN(S(=O)(=O)c3ccccc3)CC2)n1	2%	-3%	-6%[1.84 µM]	10%	1%	-2%	-11%	-4%
CCCCCCN=C1CC(C)(C)CC(=O)/C1=C(/O)CCC	-2%	-8%	nt	-5%	1%	4%	nt	nt
Cn1nc(C(F)(F)F)c(CNC(=O)C(C)(C)CCl)c1N1CCOCC1	-9%	-7%	nt	7%	-6%	0%	4%	nt
O=Cc1c(Cl)nc2ccccn12	3%	i	12%	3%	-2%	-11%	6%	10%[46 µM]
CCCN1CCN(CCCNC(=S)Nc2ccc(OC)cc2)CC1	-3%	-1%	-2%	4%	-1%	6%	4%	-11%
COc1ccc(-c2nc(C)ncc2N=Nc2ccccc2)cc1	-3%	-12%	-42%[inhibitor]	-3%	-8%	2%	-5%	1%
Cc1c(Br)cc(C(=O)N2CCCC2)c(C)c1C	-4%	6%	-16%	-2%	-5%	2%	-11%	-14%
Cc1ccc(C(=O)Nc2ccc(N3CCN(C(=O)c4ccco4)CC3)cc2)cc1	6%	-4%	-26%	-11%	-3%	7%	-1%	?
Further structures.
SMILES	TRb SRC2 PPI	RECQ1 helicase	SMN2 splice enh	JMJD2E inh	TexasRed fluor	RGS12 GoLoco inh	ALDH1A1 block	LMNA splice mod
Cc1csc(NC(=O)/C=C/c2ccc(C)o2)n1	4%	4%	20µM*	-30%	4%	5%	?	-6%
NC(=O)Cn1nc([N+](=O)[O-])nc1Oc1ccccc1F	7%	-2%	-7%	-1%	-3%	9%	-2%	nt
CCN(CC)C(=O)Cn1c(=O)n(-c2ccccc2)c(=O)c2sccc21	-11%	-16%	-36%[inhibitor]	22%	-2%	-19%	4%	-3%[46 µM]
CNC(=S)NNC(=O)COc1ccc(C)c(C)c1	15%	-6%	24%	8%	-8%	-1%	2%	-7%
Cc1ccc(C)c(/C=N/Nc2nc3ccccc3c(=O)n2O)c1	3%	0%	nt	-1%	0%	0%	nt	nt
Cc1cc(C)cc(NC(=S)NCc2cccn2C)c1	2%	i	0%	-3%	3%	6%	-4%	3%
CS(=O)(=O)c1cccc(C(=O)Oc2ccccc2)c1	8%	-12%	-2%	7%	-2%	5%	-3%	5%
CC(=O)NS(=O)(=O)c1ccc(NC(=O)c2ccc3c(c2)C(=O)N(CCC(C)C)C3=O)cc1	-7%	-5%	7%	-6%	-6%	0%	?	-2%
O=C(CCc1nc2ccccc2s1)NC1CCOC1=O (stereo not drawn)	7%	?	nt	3%	-1%	12%	nt	nt
CC1CN(CC(=O)N2CCc3[nH]c4ccccc4c3C2)CC(C)O1 (stereo not drawn)	1%	3%	-18%	-11%	4%	-10%	?	4%
Cc1cc(NC(=O)CSc2nc3ccsc3c(=O)n2CCCC(=O)NCCc2ccccc2)no1	2%	i	nt	-4%	-1%	2%	10%	22%[46 µM]
